HCV NS3 hel inh – HCV NS3 helicase inhibition. NS3 helicase DNA unwinding, Cy5 molecular beacon fluorescence. inhibition, % at 10.9 µM. 290,000 compounds, 0.56% hits;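 active = inhibition above the mean of all tested compounds plus 3 SD, set per campaign, cut at about 35% in these data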;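 also: 0% = DMSO wells and 100% = thioflavine S control wells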
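Assay system – hepatitis C virus NS3 helicase domain fragment enzyme · Buffer or medium – MOPS pH 6.5, MgCl2, DTT, Tween20, BSA · Reagent – Cy5/quencher beacon DNA duplex and ATP to start · Compound – single 10.9 µM dose · Timing – 1 h at 25 °C · Technique – Cy5 beacon fluorescence read at start and 1 h · Measure – % inhibition of unwinding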
CRFR2-BP antag – antagonists of CRF-binding protein/CRF-R2 receptor complex; HEK293 CRF-R2/CRF-BP, CRF-induced calcium fluorescence; inhibition, % at 11.8 µM; 350,000 compounds, 0.59% hits; AID 588475;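 active = inhibition of the ligand-induced calcium signal above about 50% at the single tested concentration, limit read from the data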
SUMO HTRF inh – blocks human SUMOylation mediated by UBC9. 290,000 compounds, 0.36% hits. P63279. inhibition, % at 35 µM. HTRF SUMOylation assay, SAE1/SAE2 + UBC9, in vitro. AID 2006; in the data active = inhibition above about 50%, passing the limit was not always enough; also: strong numbers were not always called active
IDE act – activators of human insulin-degrading enzyme in cells | P14735 | HEK cells, FAbeta-B cleavage, fluorescence polarization; 0% vehicle, 100% cell-free pure enzyme wells | activation, % at 5.96 µM | 340,000 compounds, 0.073% hits | AID 493087;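 active = activation above the mean of all tested compounds plus 3 SD, set per screening campaign, cut at about 17% in these data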
Target sequence (P14735 whole entry, looked up): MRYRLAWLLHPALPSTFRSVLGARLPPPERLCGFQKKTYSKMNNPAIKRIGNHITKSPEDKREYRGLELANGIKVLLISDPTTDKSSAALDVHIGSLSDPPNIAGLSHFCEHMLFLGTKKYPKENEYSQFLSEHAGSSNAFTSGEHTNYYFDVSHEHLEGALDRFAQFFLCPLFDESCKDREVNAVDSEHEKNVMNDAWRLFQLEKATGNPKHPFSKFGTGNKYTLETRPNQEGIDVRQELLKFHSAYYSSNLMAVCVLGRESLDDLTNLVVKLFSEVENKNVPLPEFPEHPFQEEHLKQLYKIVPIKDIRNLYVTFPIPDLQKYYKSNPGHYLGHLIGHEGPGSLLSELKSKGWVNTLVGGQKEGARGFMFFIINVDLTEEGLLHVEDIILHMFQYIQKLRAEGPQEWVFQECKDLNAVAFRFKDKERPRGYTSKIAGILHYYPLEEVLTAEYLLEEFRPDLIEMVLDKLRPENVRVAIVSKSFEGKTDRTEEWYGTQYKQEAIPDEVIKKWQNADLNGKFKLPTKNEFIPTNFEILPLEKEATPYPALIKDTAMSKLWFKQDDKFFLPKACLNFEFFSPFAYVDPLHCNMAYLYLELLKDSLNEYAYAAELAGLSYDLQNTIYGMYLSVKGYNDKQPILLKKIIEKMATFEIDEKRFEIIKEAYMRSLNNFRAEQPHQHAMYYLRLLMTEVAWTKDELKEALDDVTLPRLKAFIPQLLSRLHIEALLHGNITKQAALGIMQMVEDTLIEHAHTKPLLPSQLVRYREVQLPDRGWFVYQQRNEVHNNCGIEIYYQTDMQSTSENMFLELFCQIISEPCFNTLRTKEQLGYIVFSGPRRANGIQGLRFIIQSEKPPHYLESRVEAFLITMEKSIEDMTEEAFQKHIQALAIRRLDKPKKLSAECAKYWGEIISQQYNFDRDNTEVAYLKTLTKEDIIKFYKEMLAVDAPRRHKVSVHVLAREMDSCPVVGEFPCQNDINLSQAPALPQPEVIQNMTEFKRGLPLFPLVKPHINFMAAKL
IDE inh – cellular human IDE inhibition. P14735. inhibition, % at 5.59 µM. 320,000 compounds, 0.41% hits. HEK cells, FAbetaB cleavage, fluorescence polarization;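 active = percent inhibition above the average of all tested compounds plus 3 SD, set per screening campaign, cut at about 16% in these data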;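 also: IDE supplied by intact live HEK cells; FP after avidin binding of uncleaved biotin substrate so inhibition keeps polarization high; 0% = DMSO wells and 100% = 60 µM reference IDE inhibitor Ii1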
GalR3 antag – human GalR3 antagonism; O60755; HEK293 GalR3-CNG cAMP membrane potential fluorescence; galR3 body fused to GalR1 C-terminus; inhibition, % at 3 µM; 360,000 compounds, 0.44% hits;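 active = inhibition above the screen-wide average plus 3 SD, cut at about 13% in these data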;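 also: forskolin and galanin both at EC90 stimulate the cells; cAMP rise reported by CNG channel membrane potential dye signal; 0% = forskolin plus galanin with DMSO and 100% = forskolin alone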
IMP-1 inhibitor – blocks Pseudomonas aeruginosa IMP-1 metallo-beta-lactamase. AID 1556. inhibition, % at 5.6 µM. 290,000 compounds, 0.45% hits. purified IMP-1, nitrocefin hydrolysis, epi-absorbance fluorescence;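 active = inhibition above the mean plus 3 SD of all compounds in the same screening run, cut at about 4.5% in these data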;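 also: 0% = IMP-1 with DMSO and 100% = DMSO wells lacking enzyme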
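Test system: recombinant IMP-1 enzyme, purified / Medium: HEPES buffer pH 7.1 with ZnSO4 and Brij 35 / Doses: single dose, 5.6 µM / Times: 25 °C, 15 min preincubation, 25 min reaction / Detection: Epi-absorbance via hydrolysed-nitrocefin quenching of white-plate fluorescence, 480/530 nm, EDTA stop / Evaluation: percent inhibition from optical density relative to buffer-blank wells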
VIM-2 inh – blocks Pseudomonas aeruginosa VIM-2 metallo-beta-lactamase; purified VIM-2, nitrocefin hydrolysis, epi-absorbance fluorescence; inhibition, % at 5.6 µM; 290,000 compounds, 0.89% hits; AID 1527;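 active = inhibition above the mean of all tested compounds plus 3 SD, cutoff set per screening run, cut at about 7.5% in these data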;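 also: red hydrolysis product quenches plate fluorescence so inhibitors raise well fluorescence; 0% = enzyme with DMSO and 100% = DMSO without enzyme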
pCIP destab – lowers stability of the mouse p/CIP coactivator protein; decrease of EGFP signal, % at 10 µM; Q05BA5; F442A p/CIP-EGFP cells, EGFP fluorescence, 16 h; AID 1984; 290,000 compounds, 0.01% hits;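 active = EGFP signal decrease of at least 30% at 10 µM or well 3 SD below plate mean, unless failing retest; inactive = the rest, including hits failing retest or dose response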; also: some compounds called inactive have numbers as strong as hits; many of its hits are not listed in these tables
The depositor's hits bear a star. Hits appear at their usual frequency; overall some 3.2% were active at least once.

What do the screens show for `Brc1cc2c(cc1Cn1c(-c3cncs3)nc3ccccc31)OCO2`?
HCV NS3 hel inh: 6; CRFR2-BP antag: -4; SUMO HTRF inh: -18; IDE act: 3; IDE inh: 3; GalR3 antag: 2; IMP-1 inhibitor: 3.3; VIM-2 inh: -1.7; pCIP destab: 0

Results for Cc1ccc(S(=O)(=O)CCC(=O)OCC(=O)N(C)CC(=O)Nc2ccc(F)cc2)cc1 ?
CRFR2-BP antag: 6; IDE act: 0; IDE inh: 1; GalR3 antag: 0

What do the screens show for `O=C(c1ccc(-n2cccc2)cc1)N1CCCCC1`?
HCV NS3 hel inh: -10; CRFR2-BP antag: 12; SUMO HTRF inh: 7; IDE act: 10; IDE inh: 7; GalR3 antag: -2; IMP-1 inhibitor: -1.9; VIM-2 inh: 0.3; pCIP destab: 23

Results for O=C(NNS(=O)(=O)c1ccccc1F)c1ccccc1-n1cccc1 ?
HCV NS3 hel inh: 0; CRFR2-BP antag: 3; SUMO HTRF inh: 9; IDE act: -6; IDE inh: 8; GalR3 antag: 3; IMP-1 inhibitor: -2.0; VIM-2 inh: -3.5; pCIP destab: -16

What do the screens show for `O=S(=O)(N/N=C/c1c(F)cccc1Cl)c1ccccc1`?
HCV NS3 hel inh: -2; CRFR2-BP antag: 16; SUMO HTRF inh: 16; IDE act: 3; IDE inh: 5; GalR3 antag: -2; IMP-1 inhibitor: -1.3; VIM-2 inh: 0.0; pCIP destab: -10

Results for CCn1c(SCC(=O)NCCc2ccc(OC)c(OC)c2)nc2c1c(=O)n(C)c(=O)n2C ?
HCV NS3 hel inh: -1; CRFR2-BP antag: 0; SUMO HTRF inh: -8; IDE act: 1; IDE inh: -4; GalR3 antag: -5; IMP-1 inhibitor: -0.9; VIM-2 inh: 0.6; pCIP destab: -16

Results for CCOC(=O)c1[nH]c(C)c(C(=O)NCc2ccc(OC)cc2)c1C ?
HCV NS3 hel inh: 7; CRFR2-BP antag: -2; SUMO HTRF inh: 20; IDE act: 1; IDE inh: 4; GalR3 antag: 1; IMP-1 inhibitor: -2.5; VIM-2 inh: -3.9; pCIP destab: -5

What do the screens show for `O=C(CCN1CCOCC1)N1CCCC(Nc2cccc(F)c2)C1` (stereo not drawn)?
HCV NS3 hel inh: 5; CRFR2-BP antag: -9; SUMO HTRF inh: 18; IDE act: 4; IDE inh: 2; GalR3 antag: 3; IMP-1 inhibitor: -3.2; VIM-2 inh: -3.6; pCIP destab: 4

What do the screens show for `CC1CCCCN1C(=O)CSc1nc2c(c(=O)n(C)c(=O)n2C)n1C` (stereo not drawn)?
HCV NS3 hel inh: 1; CRFR2-BP antag: -5; SUMO HTRF inh: 12; IDE act: 2; IDE inh: 1; GalR3 antag: -9; IMP-1 inhibitor: -3.0; VIM-2 inh: -0.6; pCIP destab: 0

Results for COc1nccnc1NS(=O)(=O)c1ccc(NCc2ccccc2O)cc1 ?
HCV NS3 hel inh: 5; CRFR2-BP antag: -1; SUMO HTRF inh: 3; IDE act: 3; IDE inh: -2; GalR3 antag: -9; IMP-1 inhibitor: 0.1; VIM-2 inh: -1.8; pCIP destab: 1

Results for COC(=O)c1cc(NC(=O)CSc2nncn2C)cc(C(=O)OC)c1 ?
HCV NS3 hel inh: 3; CRFR2-BP antag: 4; SUMO HTRF inh: 11; IDE act: 1; IDE inh: 0; GalR3 antag: -6; IMP-1 inhibitor: -2.2; VIM-2 inh: -0.8; pCIP destab: 3

Results for CCOC(=O)c1sc2ncn(C(C)C(=O)OCC)c(=O)c2c1C (stereo not drawn) ?
HCV NS3 hel inh: 7; CRFR2-BP antag: 9; SUMO HTRF inh: -3; IDE act: -1; IDE inh: 4; GalR3 antag: -1; IMP-1 inhibitor: -0.1; VIM-2 inh: -0.6; pCIP destab: -8

How did O=C(CSc1ncccn1)NCCC1=CCCCC1 do in these assays?
CRFR2-BP antag: -3; IDE act: 4; IDE inh: 7; GalR3 antag: -4

What do the screens show for `CCn1c(CC(=O)Nc2cccc(OC)c2)nnc1SCC(=O)Nc1nccs1`?
HCV NS3 hel inh: -5; CRFR2-BP antag: 12; SUMO HTRF inh: 3; IDE act: 2; IDE inh: 5; GalR3 antag: -5; IMP-1 inhibitor: -2.5; VIM-2 inh: -2.3; pCIP destab: -5

What do the screens show for `CCCN1CCN(CC(=O)Nc2nncs2)CC1`?
HCV NS3 hel inh: 2; CRFR2-BP antag: 1; SUMO HTRF inh: 3; IDE act: 2; IDE inh: -3; GalR3 antag: -5; IMP-1 inhibitor: -3.7; VIM-2 inh: 0.1; pCIP destab: 4

What do the screens show for `COc1ccc(NC(=O)CN(C)CC(=O)Nc2ccc(Cl)c(S(=O)(=O)N(C)C)c2)cc1`?
HCV NS3 hel inh: -6; CRFR2-BP antag: 11; SUMO HTRF inh: -13; IDE act: 4; IDE inh: 3; GalR3 antag: 2; IMP-1 inhibitor: -2.7; VIM-2 inh: -2.5; pCIP destab: 14

How did O=C(COc1ccccc1)Nc1ccc(N2CCN(C(=O)c3cccs3)CC2)cc1 do in these assays?
HCV NS3 hel inh: -4; CRFR2-BP antag: -8; SUMO HTRF inh: 0; IDE act: 4; IDE inh: 12; GalR3 antag: -5; IMP-1 inhibitor: -0.1; VIM-2 inh: -4.1; pCIP destab: -6

Results for CCC1CN(C(=O)N2CCC(C(=O)NCCc3ccccc3OC)CC2)c2ccccc2O1 (stereo not drawn) ?
HCV NS3 hel inh: 2; CRFR2-BP antag: -3; SUMO HTRF inh: 0; IDE act: 3; IDE inh: -1; GalR3 antag: 1; IMP-1 inhibitor: 0.3; VIM-2 inh: -0.9; pCIP destab: -5

What do the screens show for `CCNC(=S)N/N=C/c1c(Cl)cccc1Cl`?
HCV NS3 hel inh: 7; CRFR2-BP antag: 2; SUMO HTRF inh: 4; IDE act: -5; IDE inh: 0; GalR3 antag: -4; IMP-1 inhibitor: -2.2; VIM-2 inh: -3.3; pCIP destab: 4

What do the screens show for `CC(C)c1ccc(NC(=O)CCC(=O)NCc2ccco2)cc1`?
HCV NS3 hel inh: -5; CRFR2-BP antag: 12; SUMO HTRF inh: -1; IDE act: 3; IDE inh: 4; GalR3 antag: -1; IMP-1 inhibitor: -2.1; VIM-2 inh: -0.6; pCIP destab: -4

The list goes on; it opens with the three that closed the last part.
Results for CCC1CN(C(=O)N2CCC(C(=O)NCCc3ccccc3OC)CC2)c2ccccc2O1 (stereo not drawn) ?
HCV NS3 hel inh: 2; CRFR2-BP antag: -3; SUMO HTRF inh: 0; IDE act: 3; IDE inh: -1; GalR3 antag: 1; IMP-1 inhibitor: 0.3; VIM-2 inh: -0.9; pCIP destab: -5

What do the screens show for `CCNC(=S)N/N=C/c1c(Cl)cccc1Cl`?
HCV NS3 hel inh: 7; CRFR2-BP antag: 2; SUMO HTRF inh: 4; IDE act: -5; IDE inh: 0; GalR3 antag: -4; IMP-1 inhibitor: -2.2; VIM-2 inh: -3.3; pCIP destab: 4

What do the screens show for `CC(C)c1ccc(NC(=O)CCC(=O)NCc2ccco2)cc1`?
HCV NS3 hel inh: -5; CRFR2-BP antag: 12; SUMO HTRF inh: -1; IDE act: 3; IDE inh: 4; GalR3 antag: -1; IMP-1 inhibitor: -2.1; VIM-2 inh: -0.6; pCIP destab: -4

Results for Cc1ccc(CNC(=O)CCNS(=O)(=O)c2ccc(C)cc2)cc1 ?
HCV NS3 hel inh: -1; CRFR2-BP antag: -8; SUMO HTRF inh: -8; IDE act: 0; IDE inh: 4; GalR3 antag: -4; IMP-1 inhibitor: -3.7; VIM-2 inh: -1.8; pCIP destab: -6

How did CC(Oc1cccc(Cl)c1)C(=O)N1CCN(c2ncccn2)CC1 (stereo not drawn) do in these assays?
CRFR2-BP antag: 7; IDE act: 3; IDE inh: 0; GalR3 antag: 1

What do the screens show for `O=C(NCCCn1ccnc1)c1ccc(COc2ccccc2)o1`?
CRFR2-BP antag: 33; IDE act: -5; IDE inh: 9; GalR3 antag: -2

Results for COc1ccc(Cn2c(O)c(C=Nc3ccc(C)cc3)c3ccccc3c2=O)cc1 ?
HCV NS3 hel inh: -7; CRFR2-BP antag: -9; SUMO HTRF inh: -8; IDE act: 2; IDE inh: 2; GalR3 antag: 5; IMP-1 inhibitor: -2.7; VIM-2 inh: -2.6; pCIP destab: 8

How did O=C(CCc1nc2ccccc2c(=O)[nH]1)N1CCN(S(=O)(=O)c2cccc(F)c2)CC1 do in these assays?
HCV NS3 hel inh: 11; CRFR2-BP antag: 4; SUMO HTRF inh: 8; IDE act: -5; IDE inh: 7; GalR3 antag: 5; IMP-1 inhibitor: -3.0; VIM-2 inh: 0.9; pCIP destab: 6

What do the screens show for `Cc1cc(C)n(C(C)CNS(=O)(=O)c2ccccc2)n1` (stereo not drawn)?
HCV NS3 hel inh: 12; CRFR2-BP antag: 12; SUMO HTRF inh: -2; IDE act: 0; IDE inh: 4; GalR3 antag: -7; IMP-1 inhibitor: -5.9; VIM-2 inh: -2.6; pCIP destab: -9

What do the screens show for `C/C(N)=C(/C#N)C(=O)COC(=O)CNC(=O)c1ccc(Cl)cc1Cl`?
HCV NS3 hel inh: -8; CRFR2-BP antag: -9; SUMO HTRF inh: 8; IDE act: 3; IDE inh: -4; GalR3 antag: -5; IMP-1 inhibitor: -3.5; VIM-2 inh: -1.0; pCIP destab: 0

Results for CC(C)=CCCC1(C)C=Cc2c(c(C)cc3c2[nH]c2cc(O)ccc23)O1 (stereo not drawn) ?
CRFR2-BP antag: -11; SUMO HTRF inh: -22; IDE act: 24*; IDE inh: -6; GalR3 antag: -6; pCIP destab: -3

What do the screens show for `CCOc1ccc(N(CC(=O)NC2CCCCC2)S(=O)(=O)c2ccccc2)cc1`?
HCV NS3 hel inh: -3; CRFR2-BP antag: -10; SUMO HTRF inh: -1; IDE act: 7; IDE inh: 5; GalR3 antag: -8; IMP-1 inhibitor: -4.1; VIM-2 inh: -1.9; pCIP destab: -3

What do the screens show for `CS(=O)(=O)N1CC(C(=O)NN)Oc2ccc(Cl)cc21` (stereo not drawn)?
HCV NS3 hel inh: -2; CRFR2-BP antag: 11; SUMO HTRF inh: 4; IDE act: 5; IDE inh: -3; GalR3 antag: 0; IMP-1 inhibitor: -1.6; VIM-2 inh: 0.7; pCIP destab: -8

What do the screens show for `CC(NCc1ccc(-c2ccccc2)cc1)C(O)c1ccccc1` (stereo not drawn)?
HCV NS3 hel inh: -69; CRFR2-BP antag: -50; SUMO HTRF inh: -10; IDE act: 5; IDE inh: 1; GalR3 antag: -10; IMP-1 inhibitor: -1.7; VIM-2 inh: -1.1; pCIP destab: 5

Results for COc1ccc(C)cc1NC(=O)Cn1cnnn1 ?
HCV NS3 hel inh: 3; CRFR2-BP antag: 3; SUMO HTRF inh: 0; IDE act: 3; IDE inh: -3; GalR3 antag: -2; IMP-1 inhibitor: -1.1; VIM-2 inh: -0.9; pCIP destab: 6

From PubChem
